Screening results deposited in PubChem BioAssay by National Center for Advancing Translational Sciences (NCATS).
FEN1 inh = human FEN1 inhibition; P39748; Recombinant FEN1 flap cleavage, fluorescence, 15 min; Potency, µM (titrated, usually from 114 µM), for the others: at the highest dose activity change, negative = inhibition, usual class: inhibitors; 390,000 tested, 0.35% active; further: nearly all actives have a fitted effect of over 65% in size
Target sequence (P39748 whole entry, looked up): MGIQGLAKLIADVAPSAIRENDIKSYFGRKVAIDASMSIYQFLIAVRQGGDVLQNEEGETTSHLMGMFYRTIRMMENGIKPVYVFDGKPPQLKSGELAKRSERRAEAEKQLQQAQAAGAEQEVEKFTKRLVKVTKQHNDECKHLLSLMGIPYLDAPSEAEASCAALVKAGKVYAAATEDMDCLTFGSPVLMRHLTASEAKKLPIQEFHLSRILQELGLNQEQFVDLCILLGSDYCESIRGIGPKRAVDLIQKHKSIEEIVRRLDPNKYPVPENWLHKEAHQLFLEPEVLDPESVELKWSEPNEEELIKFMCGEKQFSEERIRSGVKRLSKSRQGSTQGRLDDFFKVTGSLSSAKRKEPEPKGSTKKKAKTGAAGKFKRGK
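In this screen, 50 nM flap DNA substrate was added to 10 nM FEN1 pretreated with compound for 15 min at room temperature; cleavage was followed with reads at 0 and 15 min, and Hill fitting gave concentration–response parameters.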
N370S GC mod = inhibits or activates N370S mutant glucocerebrosidase; P04062; N370S GC spleen homogenate, 4MU-glucoside fluorescence; Potency, µM (highest dose often 59.4 µM), for inactives: at the highest dose activity change, negative = inhibition, usual class: inhibitors; 330,000 tested, 0.092% active;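 further: 0% = full enzyme activity and -100% = no enzyme basal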
TDP1 block = TDP1 (human) enzyme inhibition; AID 485290; Potency, µM (doses to about 130 µM), for the others: at the highest dose activity change, negative = inhibition, most hits filed as inhibitors; Q9NUW8; 350,000 tested, 0.28% active; recombinant TDP1, AlphaScreen DNA substrate cleavage; further: nearly all actives have a fitted effect of over 40% in size
Target sequence (Q9NUW8 whole entry, looked up): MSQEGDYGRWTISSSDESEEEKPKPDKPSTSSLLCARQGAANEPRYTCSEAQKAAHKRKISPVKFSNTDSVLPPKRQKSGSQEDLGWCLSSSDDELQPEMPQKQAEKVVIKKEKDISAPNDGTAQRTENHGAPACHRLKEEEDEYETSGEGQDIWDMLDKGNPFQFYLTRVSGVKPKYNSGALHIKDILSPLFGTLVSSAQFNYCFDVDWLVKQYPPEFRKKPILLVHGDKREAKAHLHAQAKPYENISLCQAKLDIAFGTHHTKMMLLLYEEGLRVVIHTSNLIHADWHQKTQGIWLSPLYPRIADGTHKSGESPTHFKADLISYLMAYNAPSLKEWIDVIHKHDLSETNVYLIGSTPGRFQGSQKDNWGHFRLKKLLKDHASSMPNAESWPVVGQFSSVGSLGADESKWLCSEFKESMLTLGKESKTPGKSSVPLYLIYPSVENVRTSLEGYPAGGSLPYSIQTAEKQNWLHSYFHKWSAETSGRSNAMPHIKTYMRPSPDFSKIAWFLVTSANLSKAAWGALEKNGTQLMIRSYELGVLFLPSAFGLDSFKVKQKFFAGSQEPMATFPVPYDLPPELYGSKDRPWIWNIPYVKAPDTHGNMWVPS
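Tdp1 1 nM final; 15 min RT w/ cpd; substrate 15 nM, 5 min; beads 10 ug/ml, 10 min; AlphaScreen read. Neg ctrl: no enzyme.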
Active calls of the source: *; ? = inconclusive; / = not tested or not shown; & = joins results of further samples; [ ] = remark or other dose. The call rests on the fitted dose curve; in most records, active means well fitted curve in the direction sought with a large enough effect; inconclusive means small, poorly fitted or top-dose-only effect, or another doubt; inactive means no such curve, though single readings can be large; an effect the other way counts as inactive or inconclusive. Unless noted, on the % scale 0 is the no-effect control and ±100 the full control effect; potency means the concentration at half of the fitted maximal effect.

compound,TDP1 block,N370S GC mod,FEN1 inh
CCN(C(=O)c1ccc(S(=O)(=O)N(C)C)cc1)C(C)C(=O)Nc1ccc(C)cc1 (configuration not stated),/,-4%,35%[activator]
C#CC1(NC(=O)N(C)C)CCCCC1,/,5%,20%
Cc1cccc(C)c1NC(=O)C(NS(=O)(=O)c1cccs1)c1ccccc1 (configuration not stated),0%&2%,5%,20%&-2%
CN(C(=O)CSc1nncn1-c1ccccc1)C1CCS(=O)(=O)C1 (configuration not stated),/,-17%,-8%
COc1ccc(Cl)cc1NC(=O)C(C)OC(=O)C1=NNC(=O)CC1 (configuration not stated),0%,/,14%
CCOC(=O)c1c(NC(=O)CSc2nc3c(c(=O)n(C)c(=O)n3C)n2CC)sc(C)c1C,-1%,2%,-21%
Cc1cc2c(c(C)c1Cl)C(c1ccc3c(c1)OCO3)CC(=O)O2 (configuration not stated),-2%[56.1 µM],-2%[89.1 µM],-18%
O=C(Nc1cccc(F)c1)C1CCN(C(=O)N2CCOc3ccccc32)CC1,/,0%,0%
COc1ccc(OCCNC(=O)C(Cc2c[nH]c3ccccc23)NC(C)=O)cc1 (configuration not stated),5%,1%,-3%
COc1ccc(CCNC(=O)CCn2c(=O)c3ccccc3n(Cc3ccccc3C)c2=O)cc1OC,8%,/,11%
CC(C)(C)OC(=O)CC12CCCCC1NC(=O)O2 (configuration not stated),/,7%,2%
CCN(Cc1ccccc1)Cc1nc(CCc2ccccc2)no1,-2%,-21%,-7%
O=C(CSc1ncnc2nc[nH]c12)c1ccc(Cl)cc1,/,-4%,10%
CCCNC(=O)Nc1ccc(NC(C)=O)cc1,-7%,2%,22%
Cc1ccc(CN2CCNC(=O)C2CC(=O)NCCCn2cccn2)o1 (configuration not stated),0%,-8%,-6%
COC(=O)CSc1nc2ccccn2c(=O)c1C=O,3%,-7%,-3%
CC(=O)O[C@@H]1C(CO[Si](C)(C)C(C)(C)C)=C(Br)C(=O)[C@@H]2O[C@]12C,-2%,-6%,/
CCC(C)[C@H](NC(=O)OC(C)(C)C)C(=O)N/N=C/C1=Cc2ccccc2OC1 (some centres not stated),1%,3%,8%
Cc1ccc(CNC(=O)CNS(=O)(=O)c2ccc3c(c2)C(C)(C)C(=O)N3C)cc1,/,-1%,-8%
Cc1cc(C(C)(C)C)oc1C(=O)O,-1%,1%,-7%
CCCCn1c(N)c(N(CC(C)C)C(=O)CSCc2ccc(Cl)c(Cl)c2)c(=O)[nH]c1=O,-2%,-1%,1%
Cc1ccc2ncnc(NCc3ccco3)c2c1,7%,/,-21%
O=C(NCc1cccs1)C1CCCN1C(=O)Nc1ccccc1 (configuration not stated),5%,-3%,-1%
CCc1nnc(NC(=O)CN2CCN(Cc3ccccc3Cl)CC2)s1,3%,2%,4%
CC1=C(C(N)=O)C(c2cccc(OCc3ccccc3)c2)n2nnnc2N1 (configuration not stated),6%,3%,2%

Reformatted with values under each structure: part of the list above.
Each structure is followed by: TDP1 block | N370S GC mod | FEN1 inh
> CC(=O)O[C@@H]1C(CO[Si](C)(C)C(C)(C)C)=C(Br)C(=O)[C@@H]2O[C@]12C
    -2% | -6% | /
> CCC(C)[C@H](NC(=O)OC(C)(C)C)C(=O)N/N=C/C1=Cc2ccccc2OC1 (some centres not stated)
    1% | 3% | 8%
> Cc1ccc(CNC(=O)CNS(=O)(=O)c2ccc3c(c2)C(C)(C)C(=O)N3C)cc1
    / | -1% | -8%
> Cc1cc(C(C)(C)C)oc1C(=O)O
    -1% | 1% | -7%
> CCCCn1c(N)c(N(CC(C)C)C(=O)CSCc2ccc(Cl)c(Cl)c2)c(=O)[nH]c1=O
    -2% | -1% | 1%
> Cc1ccc2ncnc(NCc3ccco3)c2c1
    7% | / | -21%

(more compounds)
compound,TDP1 block,N370S GC mod,FEN1 inh
CCOC(=O)CNS(=O)(=O)c1cc(-c2nn(C)c(=O)c3ccccc23)ccc1C,50µM*,14%,0%
COc1ccc2c(c1)-c1nc(/N=C/c3ccc(O)cc3)sc1CC2,11%,-5%,1%
O=C(NC1CCCCC1)c1cc(-c2ccc(Cl)cc2)on1,5%,4%,-12%
Cc1ccc(CNC(=O)CSc2nc3ccsc3c(=O)n2-c2ccc(Br)cc2)cc1,0%,/,-9%
COc1cc(CNC(=O)c2sc3ncccc3c2-n2cccc2)cc(OC)c1OC,7%,/,6%
CCOC(=O)C1CCCN(c2c(NCCc3cccc(C)c3)c(=O)c2=O)C1 (configuration not stated),/,-4%,-5%
COc1cc(CNCc2ccc3c(c2)OCO3)c([N+](=O)[O-])cc1OC,8%,2%,12%
CCN1CCN(Cc2ccc(OC)c(OCc3ccccc3)c2)CC1,3%,1%,4%
CC1CN(CC(O)COc2ccc(C#N)cc2)CCN1CC(O)COc1ccc(C#N)cc1 (configuration not stated),9%,3%,6%
Cc1cc(C)n(-c2ccc3cccc(NS(C)(=O)=O)c3n2)n1,9%,12%,-7%
CC[C@]1(C(=O)OC)[C@H]2C(=O)N(Cc3ccccc3)C(=O)[C@H]2[C@H]2CN=C(SCc3ccc(Cl)cc3)N21,1%[56.1 µM],/,-22%
COC(=O)c1cc(NC(=O)Cn2nc(C)n3cccc3c2=O)cc(C(=O)OC)c1,3%&-11%,-2%,3%&-11%
COc1ccc(CNC(=O)CC(NC(N)=O)c2ccccc2Cl)cc1OC (configuration not stated),/,-8%,5%
Cc1ccccc1NC(=O)C(C)OC(=O)C1CC(=O)N(Cc2ccco2)C1 (configuration not stated),0%,/,4%
O=C(c1cc2ccccc2oc1=O)N(Cc1ccco1)CC1CCCO1 (configuration not stated),-1%,4%,-4%
CCC1CCCCN1S(=O)(=O)c1c(C)n(C)c(=O)n(C)c1=O (configuration not stated),/,-3%,-11%
Cn1c(=O)oc2cc(S(=O)(=O)N3CCCC(C(=O)Nc4ccccn4)C3)ccc21 (configuration not stated),0%,6%,-9%
NC(=O)CSc1nnc(-c2ccco2)n1-c1ccccc1,/,-5%,14%
Cc1ccc(OCCC(=O)OCC(=O)Nc2ccc(Cl)cn2)cc1,/,1%,-5%
Cc1ccc2nc(-c3ccccc3)cc(C(=O)Nc3cccnc3)c2c1,-3%[56.1 µM],/,-4%
CC1CCCN(C(=O)Cn2nnc(-c3cccnc3)n2)C1 (configuration not stated),2%,-9%,1%
COc1cc(OC)cc(C(=O)Nc2nc(-c3nnn(-c4ccc(F)c(Cl)c4)c3C)ns2)c1,-5%,/,-27%
COc1cccc(OCc2nc3ccccc3n2CCOc2cccc(C)c2)c1,-1%,/,-14%
CCN1CCN(c2ccc(N=Cc3ccccc3O)cc2)CC1,-3%,-2%,14%
CC(NC(=O)c1nn(C)c(=O)c2ccccc12)c1ccccc1 (configuration not stated),0%,5%,-4%

Ordered by length of the SMILES (falling): part of the list above
compound,TDP1 block,N370S GC mod,FEN1 inh
Cc1ccc2nc(-c3ccccc3)cc(C(=O)Nc3cccnc3)c2c1,-3%[56.1 µM],/,-4%
COc1cccc(OCc2nc3ccccc3n2CCOc2cccc(C)c2)c1,-1%,/,-14%
CC(NC(=O)c1nn(C)c(=O)c2ccccc12)c1ccccc1 (configuration not stated),0%,5%,-4%

Continuation:
compound,TDP1 block,N370S GC mod,FEN1 inh
O=C(/C=C/c1ccccc1)N1CCOCC1,/,-5%,18%
COc1ccc(C(=O)N/C(=C/c2cccnc2)C(=O)N2CCCCCC2)cc1OC,1%,6%,19%
c1ccc(-n2nnnc2OCCOc2nnnn2-c2ccccc2)cc1,2%,-1%,0%
Nc1ccc(Cl)c(S(=O)(=O)Nc2ccc(Cl)cc2)c1,4%,-3%,-4%
CCn1cc([N+](=O)[O-])c(C(=O)N2N=C3/C(=C/c4cccs4)CCCC3C2c2cccs2)n1 (configuration not stated),-5%,2%,1%
CCOc1ccc(NC(=O)Nc2cnccn2)cc1,0%,7%,1%
Cc1cc(Nc2ccc(F)cc2Cl)n2nc(C)nc2n1,3%,-1%,19%
COc1cc(OC)cc(C(=O)NNC(=O)Cc2ccc(OC)c(S(=O)(=O)N3CCOCC3)c2)c1,7%,10%,-6%
O=C(CN1CCN(S(=O)(=O)c2ccc(Cl)cc2)CC1)NCC1(N2CCOCC2)CCCCC1,1%,/,0%
N=c1sccn1CC(=O)NCc1ccc(Cl)cc1Cl,6%,7%,13%
CCOC(=O)NC(=O)/C(N=Nc1ccc(C(F)(F)F)cc1)=C(\C)O,-1%,12%,6%
CC(=O)Nc1ccc(S(=O)(=O)c2ccc([N+](=O)[O-])cc2)cc1,/,-13%,-3%
O=C(COc1ccc(-c2nnco2)cc1)Nc1cc([N+](=O)[O-])ccc1F,3%,/,?
COc1ccc(C2=Nn3c(nnc3-c3ccccc3C(F)(F)F)SC2)cc1OC1CCOC1 (configuration not stated),4%,/,-19%
COc1ccc(/C=N\NC(=O)c2ccccc2Br)cc1COc1ccc(F)cc1,3%[56.1 µM],-13%,1%
O=c1c(-c2ccco2)[n+]([O-])c2ccccc2n1OCc1ccccn1,1%,-4%,2%
Cc1nn(CC(=O)NCCN2CCCCCC2)c(=O)c2nn(-c3ccccc3)c(C)c12,3%,7%,3%
Cc1cc(=O)oc2c(C)c(OC(C)C(=O)NCCCN3CCCC3=O)ccc12 (configuration not stated),6%,-2%,8%
CC(NC(=O)c1ccccc1)c1nnc(SCC(=O)NC2=NCCS2)n1C (configuration not stated),/,-2%,17%
O=C(Nc1ccc(Cl)cc1)N(Cc1nnc2n1CCCCC2)c1ccccc1,3%,7%[2.35 µM],-2%
CC(C)c1nccn1CCC(=O)O,3%,-1%,-11%
Nc1cc(Cl)nc(N/N=C/c2ccc([N+](=O)[O-])cc2)n1,3%,-6%,-7%
Cc1cccc(CSc2cn(CC(=O)N3CCCCC3)c3ccccc23)c1,0%,/,-2%
COC(=O)c1sc(N)c(C(=O)OC)c1COC(=O)[C@@H](NS(=O)(=O)c1cccc(Cl)c1)C(C)C,3%,-3%,?
Cc1cc(C)n(-c2nnc(N3CCN(c4ccccc4)CC3)nn2)n1,1%,-10%,-5%
Cn1nnnc1SCC(=O)Nc1ccc(Cl)c(S(=O)(=O)N2CCOCC2)c1,5%,-2%,18%
COc1ccc(NC(=O)Nc2cc(C(=O)NCc3ccc(C)cc3)ccc2N2CCCC2)cc1,-1%,/,5%
COc1cc(NC(=O)c2ccccc2Cl)c(OC)cc1NC(=O)CN1CCCCC1,0%,14%,4%
Cc1cc2c(cc1C)NC1=C(N2)OC(c2cccc(O)c2)C1=O (configuration not stated),0%,-4%,4%
COc1ccc(CNCC2COc3ccccc3O2)cc1 (configuration not stated),/,-11%,12%
Cc1c(Cl)cccc1Nc1nc(N)nc(CSc2nc3ccccc3s2)n1,6%,7%,-17%&-4%
COC(=O)c1sc2cc(C(F)(F)F)cnc2c1-c1cccnc1,3%,-23%,-2%
COc1ccccc1/C=C1\SC(=O)N(CCC(=O)NNC(=O)c2ccccc2Cl)C1=O,3%,14%,4%
COc1ccc(CN2C(=O)c3cccnc3C2=O)cc1S(=O)(=O)NCc1ccc(C)o1,4%,-15%,5%
Cc1cc(OCC(=O)NC2CC(C)(C)NC(C)(C)C2)c2c(C)cc(=O)oc2c1,0%,1%,6%
CCCCn1c(N)c(N(CCOC)C(=O)c2ccco2)c(=O)[nH]c1=O,0%,-6%,-7%
OC(CN1CCN(c2ncc(C(F)(F)F)cc2Cl)CC1)c1ccccc1 (configuration not stated),/,-18%,-3%
Cc1nn2c3c(cnc2c1-c1ccc(Cl)cc1)C(=O)CC(c1ccco1)C3 (configuration not stated),0%,4%,3%
C=CCC(NC(C)c1ccccc1)c1ccco1 (configuration not stated),-3%,-4%,0%
Cn1c(CNC(=O)OC(C)(C)C)nnc1SCC(=O)N1CCOCC1,-1%,-12%,31%
CC(C)(C)c1ccc(S(=O)(=O)NCC(=O)Nc2ccc(-c3nc4ccccc4s3)cc2)cc1,2%,6%,2%
O=C(c1ccc(N2C(=O)C3C4c5ccccc5C(c5ccccc54)C3C2=O)cc1)N1CCOCC1 (configuration not stated),4%,5%,-17%
Cc1ccc(S(=O)(=O)Nc2nonc2C)cc1,1%,6%,-7%
Cc1nn(Cc2ccc(Cl)c(Cl)c2)c(C)c1NC(=O)c1noc2c1CCCCC2,1%,-4%,-11%
COC(=O)c1sccc1-c1ccc(/C=N/OCc2c(Cl)cccc2Cl)o1,-4%,-2%,14%
O=C(N/N=C/c1ccc([N+](=O)[O-])o1)c1cccc(S(=O)(=O)N2CCOCC2)c1,-2%,-8%,10%
Cc1ccc(S(=O)(=O)NCC(=O)N(CC(=O)NC2CCCCC2)Cc2ccco2)cc1,3%,16%,6%
Cc1cccc(OCC(=O)Nc2c(C(=O)N3CCN(c4ccccc4)CC3)oc3ccccc23)c1,9%,/,15%
CC(=O)c1cccc(NC(=O)C2CCN(c3ncnc4c3nc3n4CCCCC3)CC2)c1,-1%,/,-2%
